Anesthetic bind: binds horse apoferritin like a general anesthetic; P02791; apoferritin/1-aminoanthracene competitive binding, fluorescence; Potency, µM (top dose mostly 77.5 µM), inactives show at the highest dose activity change, negative = displacement, hits mostly inhibitors; actives 0.074% (n = 350,000); AID 485281; also: potency is read from the fitted curve at half-maximal effect; % is scaled to controls: 0 for no effect and ±100 for the full control effect; nearly all actives have a fitted effect of over 20% in size
Target sequence (P02791 2-175 limits assumed): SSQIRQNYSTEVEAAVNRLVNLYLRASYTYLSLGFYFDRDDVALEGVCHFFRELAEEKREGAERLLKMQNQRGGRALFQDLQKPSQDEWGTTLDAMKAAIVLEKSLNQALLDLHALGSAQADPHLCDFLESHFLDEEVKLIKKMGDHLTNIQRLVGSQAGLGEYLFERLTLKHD
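In PBS, apoferritin at 10 uM is loaded with 1-AMA from a 50% saturated solution. After 10 min of compound exposure at ambient temperature, reduced 535 nm fluorescence indicates probe displacement.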
POLK inh: DNA polymerase kappa (human) inhibition; actives 0.53% (n = 400,000); AID 588579; Potency, µM (titrated, usually from 107 µM), for the others: at the highest dose activity, negative = inhibition, actives largely listed as inhibitors; Q9UBT6; purified Pol kappa, fluorescent DNA synthesis assay, 10 min; also: potency is read from the fitted curve at half-maximal effect; % is scaled to controls: 0 for no effect and ±100 for the full control effect
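First, compounds were pin-transferred onto 10 nM Pol kappa. After 15 min at room temperature, substrate was added to 50 nM final. Fluorescence was then measured kinetically at 0 and 10 min.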
RGS4 inhibitor: human RGS4 inhibition; P49798; Transcreener GDP fluorescence polarization, RGS4-accelerated GTP hydrolysis; Potency, µM (highest dose often 114 µM), inactives show at the top dose activity change, negative = inhibition, hits mostly inhibitors; actives 0.039% (n = 390,000); AID 504845; also: potency is read from the fitted curve at half-maximal effect; % is scaled to controls: 0 for no effect and ±100 for the full control effect; nearly all actives have a fitted effect of over 75% in size; some results filed as inactive show a strong effect at the top dose
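MLSMR compounds (23 nl, pin-transferred) preincubated 10 min at room temperature with a 500nM (2x) first reagent, then RGS4 at 900nM (2x) plus Transcreener GDP mix added; fluorescence polarization (620/688 nm) read before and after 90 min at 30 °C.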
APE1 inh: blocks human APE1 abasic DNA cleavage | recombinant APE1, TAMRA/BHQ-2 abasic DNA cleavage fluorescence | Potency, µM (titrated, usually from 65.8 µM), inactives show top-dose activity change, negative = inhibition, usual class: inhibitors | actives 0.35% (n = 350,000);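 also: potency is read from the fitted curve at half-maximal effect; plate controls were vehicle for no effect and reference inhibitor for full effect; nearly all actives have a fitted effect of over 55% in size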
Target sequence (P27695 whole entry, looked up): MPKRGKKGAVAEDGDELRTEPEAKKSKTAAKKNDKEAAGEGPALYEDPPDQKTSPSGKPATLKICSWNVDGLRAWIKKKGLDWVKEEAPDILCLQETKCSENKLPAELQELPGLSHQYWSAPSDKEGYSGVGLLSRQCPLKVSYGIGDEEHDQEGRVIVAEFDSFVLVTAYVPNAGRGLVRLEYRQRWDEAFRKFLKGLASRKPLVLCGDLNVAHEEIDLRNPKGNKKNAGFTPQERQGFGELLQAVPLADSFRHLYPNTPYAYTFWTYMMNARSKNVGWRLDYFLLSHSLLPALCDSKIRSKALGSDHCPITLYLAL
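Quantitative HTS: incision of a TAMRA/BHQ-2 double-stranded substrate bearing a tetrahydrofuran abasic site by 0.75 nM APE1 raises fluorescence. Substrate 50 nM final, added after 15 min compound preincubation at room temperature; progress as third-minus-first kinetic read difference.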
Pol beta inh: blocks human DNA polymerase beta activity. P06746. Pol beta primer extension/strand displacement, fluorescence kinetic. Potency, µM (top dose mostly 114 µM), without a hit: at the top dose activity change, negative = inhibition, most hits filed as inhibitors. actives 1.3% (n = 340,000). AID 485314; also: potency is read from the fitted curve at half-maximal effect; % is scaled to controls: 0 for no effect and ±100 for the full control effect
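Pol beta (10 nM) was preincubated with compound for 15 min at room temperature. The reaction was then started with 50 nM substrate and read immediately and after a further 10 min at room temperature.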
LDHA inh: blocks human lactate dehydrogenase A; P00338; purified LDHA, NADH/diaphorase-resazurin fluorescence; active compounds read low; activity change, % (values are at about 110 or 230 µM); actives 0.15% (n = 480,000); in the data active = activity change below about -30%; inconclusive = mostly about -25% to -30%;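 also: plate controls were DMSO wells for no effect and wells without enzyme for full effect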
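LDH5 2 nM; NADH 0.06 mM, pyruvate 0.2 mM; 200 mM Tris pH 7.4, EDTA, Tween-20; 5 min RT. Detection: diaphorase 0.133 mg/mL + resazurin 37 µM, fluorescence ex540/em590 at 0 and 20 min; normalized to enzyme-free and DMSO wells.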
POLH inh: blocks human DNA polymerase eta activity; recombinant Pol eta, fluorescent DNA replication assay; AID 588591; Potency, µM (doses to about 114 µM), inactives show at the top dose activity change, negative = inhibition, most hits filed as inhibitors; actives 1.2% (n = 390,000); Q9Y253; also: potency is read from the fitted curve at half-maximal effect; % is scaled to controls: 0 for no effect and ±100 for the full control effect
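Pol eta (10 nM) was preincubated with compounds for 15 min at room temperature, after which fluorescent replication substrate (50 nM final) was added to start the reaction. Fluorescence was read kinetically at 0 and 10 min.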
12-LOX inh: inhibitors of human 12S-lipoxygenase ALOX12; Potency, µM (highest dose often 108 µM), for inactives: at the highest dose activity change, negative = inhibition, hits mostly inhibitors; actives 1.1% (n = 580,000); AID 1671190; purified 12hLO, xylenol orange hydroperoxide absorbance; also: potency is read from the fitted curve at half-maximal effect; % is scaled to controls: 0 for no effect and ±100 for the full control effect
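Hydroperoxide product was detected by ferrous iron/xylenol orange as the 573 to 405 nm absorbance ratio. Arachidonic acid at 40 uM (final) was turned over for 30 min at room temperature by 150 nM human 12hLO, pH 7.0 Hepes buffer, after 15 min compound preincubation.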
ERG Ets-DNA blk: ERG Ets/DNA interaction inhibition. Potency, µM (titrated, usually from 76.9 µM), inactives show at the top dose FP activity, negative = inhibition, most hits filed as inhibitors. actives 0.028% (n = 370,000). P11308. fluorescence polarization, His-ERG Ets domain / labelled DNA; active = well fitted inhibition curve with a large enough effect in the polarisation, with a control signal flat; inconclusive = small, poorly fitted or top-dose-only effect, or effect the other way, or a change in a side signal; inactive = no such curve, though single readings can be large or run the other way; the % refers to the polarisation;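 also: polarization taken with two DNA probes labelled with fluorescein and Texas red; potency is read from the fitted curve at half-maximal effect; % of control where 0% means no effect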
Target sequence (P11308 whole entry, looked up, the tested form may be a part): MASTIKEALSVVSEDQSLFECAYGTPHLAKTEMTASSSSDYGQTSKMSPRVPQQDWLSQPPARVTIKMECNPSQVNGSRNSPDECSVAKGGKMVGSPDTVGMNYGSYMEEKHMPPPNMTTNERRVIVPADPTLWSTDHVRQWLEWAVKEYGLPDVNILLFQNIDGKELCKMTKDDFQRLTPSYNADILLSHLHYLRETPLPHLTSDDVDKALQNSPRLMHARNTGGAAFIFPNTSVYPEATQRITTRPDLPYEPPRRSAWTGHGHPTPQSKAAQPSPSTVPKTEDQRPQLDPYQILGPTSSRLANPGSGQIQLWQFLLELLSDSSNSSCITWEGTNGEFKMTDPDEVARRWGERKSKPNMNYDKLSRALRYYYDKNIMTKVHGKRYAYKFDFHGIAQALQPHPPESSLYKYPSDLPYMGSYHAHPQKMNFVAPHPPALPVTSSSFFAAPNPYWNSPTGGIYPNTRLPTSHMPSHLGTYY
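His-tagged ERG Ets domain (1 uM in the protein solution; 300mM KCl, 50mM Tris-HCl, 1mM EDTA, 1mM DTT, pH 7.5) received compound, then a probe mix of 5 nM fluorescein-DNA and 100nM Texas-615-DNA. Fluorescence polarization was read for both dyes.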
Active calls of the source: *; i = inactive; ? = inconclusive; / = not tested or not shown; [ ] = remark or other dose. Unless noted, calls follow the shape of the dose curve; as a rule, active = well fitted curve in the direction sought with a large enough effect; inconclusive = small, poorly fitted or top-dose-only effect, or another doubt; inactive = no such curve, though single readings can be large; an effect the other way counts as inactive or inconclusive.

SMILES	Anesthetic bind	POLK inh	RGS4 inhibitor	APE1 inh	Pol beta inh	LDHA inh	POLH inh	12-LOX inh	ERG Ets-DNA blk
CCOc1ccc(/C=N/N2C(C)CCCC2C)cc1 (centres undefined)	4%	-1%	4%[56.9 µM]	65%[activator]	4%	-4	-6%	?	-8%
O=C(CNc1ccccc1)NN=C1CCCC1	?	-14%	2%	-1%	10%	-4	-14%	2%	2%
COc1ccc(OC)c(/C=N/NC(=O)CNC(=O)c2ccc(S(=O)(=O)N3CCCC3)cc2)c1	1%	-4%	6%	-4%	24%	-8	0%	3%	20%
O=C(c1ccc(COc2c(F)c(F)c(F)c(F)c2F)o1)N1CCN(Cc2ccc3c(c2)OCO3)CC1	3%	?	10%	-2%	45µM*	4	?	?	1%
Cc1nnc(SCC(=O)NC2CCCc3c2cnn3-c2ccc(F)cc2F)o1 (centres undefined)	-13%	-2%	-21%	-15%	4%	3	-11%	i	-5%
COCCNC(=O)C(c1ccc(C)o1)N(C(=O)Cn1nnc2ccccc21)c1ccccc1 (centres undefined)	-4%	-4%	18%	16%	-18%	-9	-16%	-7%	5%
CS(=O)(=O)N1CCc2cc(C(=O)Nc3ccc(Cl)c(C(F)(F)F)c3)ccc21	-12%	-8%	-2%	/	2%	4	-7%	-16%	-2%
Cc1ccc(NS(=O)(=O)c2cc(C(=O)N(C)C3CCN(C)CC3)ccc2Cl)cc1Cl	/	-1%	11%	-2%	/	-4	-3%	-16%	15%
CCOc1ccc(S(=O)(=O)N(CC(=O)NCc2ccncc2)c2ccc(C)cc2)cc1	-1%	-12%	-25%	4%	20%	-5	-18%	19%	-3%
CCOc1ccc(CCNC(=O)c2ccc3c(c2)N(Cc2ccccc2)C(=O)c2ccccc2S3=O)cc1OCC (centres undefined)	-21%	-20%	-4%	/	?	2	-13%	1%	-3%
CCCCCCC1(C)NC(=O)N(C(C)C(=O)Nc2ccc(N3CCOCC3)cc2)C1=O (centres undefined)	/	-17%	-15%	0%	/	0	-3%	-13%	-9%
Cc1cc(-c2ccccc2)nc2oc3c(c12)NC(=O)CN(c1ccccc1)C3=O	-4%	-8%	-5%	0%	0%	-10	-16%	3%	3%
CN(Cc1ccccc1)C(=O)c1cccc(NC(=O)c2ccco2)c1	7%	-7%	5%	0%	18%	-5	-14%	0%	7%
COc1ccc2c(c1)c(C(C)=O)c(C)n2-c1ccc(C(C)=O)cc1	-9%	-7%	0%	12%	-2%	-12	-4%	4%	-8%
CCOC(=O)c1cnc(N2CCN(c3cccc(C)c3C)CC2)c2ccccc12	-11%	-5%[60.1 µM]	16%	/	2%	2	-23%	1%	6%
COc1ccc(C(=O)N2CCC(C(=O)Nc3ccc(OC)c(OC)c3)CC2)cc1	-6%	7%	-5%	-2%	21%	-1	7%	6%	-5%
Cc1ccc(NC(=O)CSc2nnc(-c3ccncc3)n2N)cc1C	-18%	-4%	17%	10%	-9%	-4	-6%	-8%	-4%
COC(=O)[C@@H](Cc1c[nH]c2ccccc12)NCc1ccc(B(O)O)cc1	/	8%	-16%	/	/	2	-11%	?	-3%
O=C1C=CC(=Nc2ccc3c(c2)C(=O)c2ccccc2-3)O1	/	-11%	-33%	/	/	-5	?	?	12%
CCCCn1c(N)c(N(CCC(C)C)C(=O)c2ccc3c(c2)OCCO3)c(=O)[nH]c1=O	/	3%	10%	19%	/	-3	-17%	8%	-12%
COC(=O)c1ccc(CN(Cc2ccc(OC)c(OC)c2)S(=O)(=O)c2cc(C(=O)Nc3cccc(C)c3)ccc2F)cc1	-10%	-6%[60.1 µM]	23%	/	-1%	-2	-5%	-14%	-4%
COc1ccc(Cn2nnnc2C(c2cc3cc(C)cc(C)c3[nH]c2=O)N2CCOCC2)cc1 (centres undefined)	-7%	-15%	-20%	1%	7%	0	3%	-21%	6%
O=C(/C=C/c1ccncc1)c1ccc(NC(=O)c2ccccc2F)cc1	1%	-10%	?	?	16µM*	-12	-15%	/	4%
CCCSc1nnc(NC(=O)Cc2coc3cc(C)ccc23)s1	-12%	15%	-25%	/	7%	0	-16%	-19%	2%
Cc1nnc2c(N3CCN(c4ccccc4)CC3)nc3ccc(C(=O)c4ccccc4)cc3n12	0%	18%	5%	/	39%	-1	9%	-20%	-2%
CC(=O)Nc1ccc(CN2CCN(CCc3ccccc3)C(CCO)C2)cc1 (centres undefined)	-7%	-2%	42%	2%	9%	-1	-8%	0%	10%
COc1ccc(N(C)C(=O)C2CCCN2S(=O)(=O)c2cccc3nsnc23)c(OC)c1 (centres undefined)	-11%	9%	-16%	36%	-3%	6	-10%	/	-1%
O=C(N=Nc1c(O)n(Cc2ccccc2)c2ccccc12)c1cc2ccccc2cc1O	0%	?	-6%	2%	?	-11	?	?	-5%
CCN(CC)CCN(Cc1cc2cc(C)ccc2[nH]c1=O)C(=S)NCc1ccco1	-15%	-10%	-13%	-3%	0%	-5	-4%	-18%	-2%
O=C(/C=C/c1cccs1)Nc1ccc(Br)cn1	1%	-4%	7%	6%	10%	-11	-6%	1%	19%
O=C(CSc1nnnn1C1CC2CCC1C2)Nc1ccnc2ccccc12 (centres undefined)	-16%	-6%	26%	2%	-1%	0	-11%	?	10%
COc1ccc(C(=O)NCCCNC(=O)c2ccco2)cc1OC	4%	-12%	9%	13%	44%	-5	5%	-17%	1%
O=C(CCC(=O)N1CCSc2ccccc21)NCc1cccc(Br)c1	-24%	13%	-1%	-12%	0%	-5	-17%	449%[activator]	-6%
CC(=O)Nc1c(C)nn(-c2ccccc2)c1N1CCC(C(=O)Nc2ccc(Cl)cc2C)CC1	42%[activator]	-14%[60.1 µM]	8%	/	-1%	-6	-18%	-30%	6%
Cc1cccc(N2CCN(C(=O)c3c(Cl)cnn3C)CC2)c1C	-7%	-24%	13%	-4%	0%	-6	-21%	435%[activator]	-4%
COc1ccc(-c2nn(-c3ccccc3)cc2C2NC(=O)NC(C)=C2C(=O)OC(C)C)cc1OC (centres undefined)	-10%	-18%	4%	/	?	1	?	-19%	1%

Gathered by group: those above with a Cl atom.
SMILES	Anesthetic bind	POLK inh	RGS4 inhibitor	APE1 inh	Pol beta inh	LDHA inh	POLH inh	12-LOX inh	ERG Ets-DNA blk
CS(=O)(=O)N1CCc2cc(C(=O)Nc3ccc(Cl)c(C(F)(F)F)c3)ccc21	-12%	-8%	-2%	/	2%	4	-7%	-16%	-2%
Cc1ccc(NS(=O)(=O)c2cc(C(=O)N(C)C3CCN(C)CC3)ccc2Cl)cc1Cl	/	-1%	11%	-2%	/	-4	-3%	-16%	15%
CC(=O)Nc1c(C)nn(-c2ccccc2)c1N1CCC(C(=O)Nc2ccc(Cl)cc2C)CC1	42%[activator]	-14%[60.1 µM]	8%	/	-1%	-6	-18%	-30%	6%
Cc1cccc(N2CCN(C(=O)c3c(Cl)cnn3C)CC2)c1C	-7%	-24%	13%	-4%	0%	-6	-21%	435%[activator]	-4%

Results in LDHA inh, for two of the compounds above:
SMILES | LDHA inh
CC(=O)Nc1c(C)nn(-c2ccccc2)c1N1CCC(C(=O)Nc2ccc(Cl)cc2C)CC1 | -6
Cc1cccc(N2CCN(C(=O)c3c(Cl)cnn3C)CC2)c1C | -6

Later entries
SMILES	Anesthetic bind	POLK inh	RGS4 inhibitor	APE1 inh	Pol beta inh	LDHA inh	POLH inh	12-LOX inh	ERG Ets-DNA blk
CC(C)(C)c1ccc(OCC(=O)Nc2ccc(C(=O)OC3CCCCC3)cc2)cc1	-7%	-4%	-2%	/	-9%	-2	/	-24%	3%
c1ccc(-c2nnc(CSc3nnc(-c4ccncc4)n3Cc3ccco3)o2)cc1	-11%	-17%	-6%[56.9 µM]	0%	0%	-13	-10%	0%	2%
Cn1c(CNC(=O)c2ccccc2F)nnc1SCC(=O)NCc1ccccc1	-6%	-2%	-3%[56.9 µM]	2%	1%	-1	-2%	?	-5%
O=C(Cn1ncc2c3ccccc3n(Cc3cccc(Cl)c3)c2c1=O)NCc1ccccn1	-22%	7%	6%	3%	?	0	?	?	13%
COc1ccc2cc(CCNC(=O)c3ccc(S(=O)(=O)N4CCOCC4)cc3)c(=O)[nH]c2c1	-11%	-12%	27%	5%	24%	4	-5%	3%	-1%
COc1cccc(CN(C)C(c2ccccc2)c2ccccc2)c1OC	4%	-12%	9%	-22%	34%	2	-10%	-1%	-30%

Pol beta inh, hit marks shown above.
canonical_smiles	Anesthetic bind	POLK inh	RGS4 inhibitor	APE1 inh	Pol beta inh	POLH inh	12-LOX inh	ERG Ets-DNA blk
O=C(c1ccc(COc2c(F)c(F)c(F)c(F)c2F)o1)N1CCN(Cc2ccc3c(c2)OCO3)CC1	3%	?	10%	-2%	45µM*	?	?	1%
O=C(/C=C/c1ccncc1)c1ccc(NC(=O)c2ccccc2F)cc1	1%	-10%	?	?	16µM*	-15%	/	4%

Assay outcomes (PubChem)

The list is partial; the hit share may differ from the screen's.
